CHRM1 antagonist: human CHRM1 antagonism; inhibition, % at 3 µM; AID 588852; P11229; actives 1.3% (n = 360,000); CHO-K1 hM1, Fluo-8 calcium fluorescence, ACh EC80 antagonist;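 active means percent inhibition above its own plate's cutoff, namely the mean of that plate's compound wells plus 3 SD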;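 further: peak over basal fluorescence ratio during 140 s after agonist addition; 0% = ACh EC80 plus DMSO and 100% = DMSO alone without agonist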
Target sequence (P11229 whole entry, looked up): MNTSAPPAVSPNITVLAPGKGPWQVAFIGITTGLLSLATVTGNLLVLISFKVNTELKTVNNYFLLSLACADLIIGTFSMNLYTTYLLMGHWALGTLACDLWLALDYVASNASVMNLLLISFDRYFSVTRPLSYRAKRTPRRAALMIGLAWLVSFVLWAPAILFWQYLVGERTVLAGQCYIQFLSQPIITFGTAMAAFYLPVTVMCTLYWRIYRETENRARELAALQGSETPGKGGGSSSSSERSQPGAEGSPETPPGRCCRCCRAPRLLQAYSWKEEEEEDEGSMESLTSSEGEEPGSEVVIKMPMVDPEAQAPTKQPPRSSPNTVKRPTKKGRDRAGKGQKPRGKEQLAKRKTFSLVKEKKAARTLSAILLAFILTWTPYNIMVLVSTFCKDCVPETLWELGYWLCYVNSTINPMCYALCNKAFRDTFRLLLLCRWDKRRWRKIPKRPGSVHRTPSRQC
TAAR1 agonist: human TAAR1 agonism | Q96RJ0 | CHO RD-HGA16 TAAR1, Fluo-8 calcium fluorescence; vehicle wells 0%, saturating PEA agonist 100% | activation, % at 3 µM | actives 0.99% (n = 360,000) | AID 624467;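 active means activation above the mean activation of all test compounds in the run plus 3 SD, cut at about 38% in these data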
Target sequence (Q96RJ0 whole entry, looked up): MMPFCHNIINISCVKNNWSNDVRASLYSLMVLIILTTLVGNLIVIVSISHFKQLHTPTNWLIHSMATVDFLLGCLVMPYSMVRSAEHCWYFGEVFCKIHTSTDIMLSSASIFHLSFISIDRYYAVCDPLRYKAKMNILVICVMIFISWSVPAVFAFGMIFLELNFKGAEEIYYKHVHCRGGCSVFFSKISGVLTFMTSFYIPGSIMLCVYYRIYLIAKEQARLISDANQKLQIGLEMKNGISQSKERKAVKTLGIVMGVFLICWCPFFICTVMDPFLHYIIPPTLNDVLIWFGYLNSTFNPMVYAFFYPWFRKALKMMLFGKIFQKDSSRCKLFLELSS
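Assay system: CHO-derived RD-HGA16 cells with stable Gα16 and human TAAR1; timing: 17-24 h seeding, 75 min 37 °C dye, 30 min RT; read-out: % activation from peak over basal fluorescence ratio, DMSO-to-PEA scaled; measured by: kinetic Fluo-8 calcium fluorescence; benchmarks: low control DMSO, high control PEA (EC100); doses: 3 µM single concentration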
CHO parental Ca: counter-screen for OX1R antagonists: effect in parental CHO cells; parental CHO-K1, ATP-induced calcium, Fluo-8 fluorescence; inhibition, % at 5.6 µM; actives 0.63% (n = 330,000); AID 463079;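 active means inhibition above that plate's mean sample inhibition plus 3 SD, cut at about 26% in these data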;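 further: 0% = ATP-challenged DMSO wells and 100% = DMSO wells without ATP; some compounds past the cut are filed as inactive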
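Material – parental CHO cells · Reagent – ATP stimulus · Compound – single nominal dose of 5.6 µM per compound · Detection – Fluo-8 fluorescence · Read-out basis – percent inhibition of calcium signal · Controls – ATP-challenged DMSO wells low, unchallenged DMSO wells high · Repeats – no replicates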
CHO-K1 Ca antag: counter-screen for M1 antagonists: effect in parental CHO-K1 cells; ATP-induced calcium, Fluo-8 fluorescence; inhibition, % at 3 µM; actives 0.6% (n = 360,000); AID 602250;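 active means inhibition above a per-plate cutoff, the plate's mean sample inhibition plus 3 SD, cut at about 24% in these data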;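 further: 0% = DMSO plus EC80 ATP and 100% = DMSO alone without ATP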
M1 PAM parental: M1 PAM counterscreen hit in parental CHO-K1 cells. ATP EC20, Fluo-8 calcium fluorescence; 0% at ATP EC20, 100% at ATP max. activation, % at 3 µM. actives 0.02% (n = 360,000);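 active means activation above the run cutoff, the mean activation of all test compounds plus 3 SD, cut at about 40% in these data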;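 further: peak over basal fluorescence ratio in a 140 s read after ATP addition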
CHO-K1 Ca ag: nonselective activator or artifact in parental CHO-K1 cells | activation, % at 3 µM | actives 0.48% (n = 360,000) | Fluo-8 calcium fluorescence; scaled to maximal ATP response, vehicle zero; in the data active means activation above about 15%;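 further: untransfected CHO-K1 host cells lacking M1 receptor as counterscreen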
CHRM1 PAM: potentiates human M1 receptor response to acetylcholine | P11229 | CHO-K1 hM1, Fluo-8 calcium fluorescence, ACh EC20; 0% = ACh EC20, 100% = maximal ACh | activation, % at 3 µM | actives 0.088% (n = 360,000); in the data active means activation above about 19%, passing the limit was not always enough
TAAR1 antag: human TAAR1 antagonism; CHO RD-HGA16 TAAR1, Fluo-8 calcium fluorescence, antagonist; inhibition, % at 3 µM; actives 1.5% (n = 360,000);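 active means inhibition above a per-plate cutoff, the mean inhibition of test compounds on that plate plus 3 SD, cut at about 49% in these data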;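 further: 0% = DMSO plus EC80 beta-PEA response and 100% = DMSO alone without agonist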
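Assay system: CHO-derived RD-HGA16 cells stably expressing human TAAR1 plus Gα16. Timing: 140 s kinetic read after compound, 140 s after agonist. Technique: kinetic Fluo-8 calcium fluorescence measurement. Measure: % inhibition of agonist calcium response.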
M1 ag: activates human CHRM1 receptor; CHO-K1 hM1, Fluo-8 calcium fluorescence, agonist mode; 0% DMSO, 100% acetylcholine EC100; activation, % at 3 µM; actives 0.33% (n = 360,000);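 active means activation above the run's mean compound activation plus 3 SD, cut at about 16% in these data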;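 further: peak over basal fluorescence ratio within a 140 s kinetic read after compound addition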
Numbers without * were called inactive; . = no result given. An unsorted share of the library; any-hit rate near 4.4%.

The line under a structure holds: CHRM1 antagonist, TAAR1 agonist, CHO parental Ca, CHO-K1 Ca antag, M1 PAM parental, CHO-K1 Ca ag, CHRM1 PAM, TAAR1 antag, M1 ag
CCOc1ccccc1NC(=O)CSC1=C(C#N)C(c2ccco2)C(C(=O)Nc2nc3ccccc3s2)=C(C)N1 (stereo not given)
→ -6.0, 1.3, -1.4, -5.6, 4.8, 0.1, -1.9, -9.3, -1.0
COc1cc([N+](=O)[O-])c(C)cc1NC(=O)c1ccc(OC)c(OC)c1
→ -7.2, 0.3, ., 6.9, 12.2, 0.1, 1.8, -9.4, -2.3
Cc1ccc(NC(=O)CS(=O)CC(=O)N(C2CCCC2)C(C)C(=O)NC2CCCCC2)cc1 (stereo not given)
→ -6.2, -1.2, -19.7, -11.6, 12.7, -0.6, 1.3, -5.5, -6.0
CC12CC(c3ccccc3O1)N(C(=O)c1ccco1)C(=S)N2c1ccccc1 (stereo not given)
→ -23.9, 2.9, -13.4, -19.0, 22.1, 0.0, 16.2, 10.7, -1.4
CCCCNC(=S)N(CCCO)Cc1cc2cc3c(cc2[nH]c1=O)OCO3
→ -12.6, 0.9, ., 2.3, 2.3, -0.2, 16.8, -13.7, 2.5
O=C(O)[C@@H]1CCCN1C(=O)COc1ccc2c3c(c(=O)oc2c1)CCC3
→ 1.9, 2.2, -5.0, 1.2, 11.3, 0.1, -4.3, -19.7, -2.0
CCN(C(=O)COC(=O)c1cccc2ccccc12)c1c(N)n(Cc2ccccc2)c(=O)[nH]c1=O
→ -5.5, 7.4, ., -3.9, 17.5, -0.4, 12.3, -29.9, 0.8
N#CCCN(C(=O)COC(=O)C1=COCCO1)c1ccc(F)cc1
→ -13.9, 0.4, -15.1, -2.2, 1.0, 2.0, 7.9, -21.9, -2.8
CCc1ccc(C(c2ccc(CC)cc2)C(Cl)Cl)cc1
→ -15.6, 5.1, -31.1, -18.3, 7.1, -0.5, 7.1, 9.9, -1.2
CCN(CC)S(=O)(=O)c1ccc(OCCNS(C)(=O)=O)cc1
→ -3.4, 1.8, -8.8, -6.0, 12.0, 0.8, 8.1, -11.5, -7.4
c1ccc(CSc2nnnn2-c2ccccc2)cc1
→ -5.6, 4.0, -8.5, -29.1, 12.5, -0.6, -2.8, -14.1, -9.9
COc1ccc(Cl)cc1N(CC(=O)Nc1cccc(SC)c1)S(C)(=O)=O
→ 1.4, 5.6, -6.0, -5.7, 20.8, 3.5, 1.1, -8.2, -4.1
CSc1ccc(CN2CCCC(CO)(Cc3ccccc3)C2)cc1 (stereo not given)
→ 5.4, 0.8, -16.3, -13.2, 18.1, 2.3, -23.3, 13.6, -11.9
Cc1cc(O)c(C(=O)/C=C/c2ccccc2Br)c(=O)o1
→ -5.2, -1.8, -12.6, 5.7, 8.2, 18.3*, 8.2, 2.7, 0.1
Cc1nc(NC(=O)c2ccc(Br)s2)sc1C(=O)N(C)C
→ 2.4, 5.0, -13.6, 4.9, -4.9, -0.1, 6.8, -15.1, -1.7
CN1c2ccccc2C(C)(C)C12C=Nc1c(cc(N3CCOCC3)c3ccccc13)O2 (stereo not given)
→ -0.5, 7.9, ., -7.0, 23.1, 1.8, 2.7, 15.8, -3.6
CCC(=O)N1CCc2cc(Br)cc(S(=O)(=O)C3(C(=O)OC)CC3)c21
→ -8.9, 0.0, -10.2, -11.3, 20.1, 0.4, 6.8, -5.4, -4.8
Cc1cc(=O)oc2cc(OCC(=O)NCCCN3CCCC3=O)c(Cl)cc12
→ -1.3, 5.2, -21.1, -11.3, -5.5, 0.4, 0.5, -22.0, -2.2
COC(=O)C(C(=O)Nc1ccc(OC)cc1)C1CCCCCC1 (stereo not given)
→ -1.0, 0.3, -22.5, -16.7, 21.4, 0.9, 2.4, -21.3, -4.2
CCc1nc2ccc(C(=O)NCc3ccccc3OC)cn2c1N(CC)CCN(C)C
→ -24.2, -0.3, ., -13.5, 18.7, 0.2, 11.4, -3.1, -3.7
O=C1c2cccc3cc([N+](=O)[O-])cc(c23)C(=O)N1c1ccccc1O
→ -5.0, 9.4, -9.4, -2.8, 3.9, 0.0, 10.5, -3.0, -5.0
O=C(C(Cl)Cl)N1CCN(c2ccccn2)CC1
→ -10.8, 2.8, -14.2, -2.5, 17.2, 0.0, 10.3, -25.4, -7.4
Cc1ccc(C)c(S(=O)(=O)N2CCN(C(=O)CN3C(=O)NC(C)(C)C3=O)CC2)c1
→ -1.4, 14.1, -11.1, -8.3, 0.9, 0.2, 3.9, -10.4, -1.3
COc1ccc(NC(=O)CN(C)C(=O)c2ccccc2SCC(=O)N2CCCC2)cc1
→ -5.2, 3.7, -12.8, -6.7, -2.5, 1.3, 6.4, -12.7, -5.1
COC(=O)C(CC(C)C)NC(=O)/C=C/c1ccccc1Cl (stereo not given)
→ 1.7, 7.3, -2.0, -9.1, 4.1, 0.1, 5.3, -3.9, -1.3
Cn1c(CC(=O)NNC(=O)c2ccc(Cl)nc2)nc2ccccc21
→ -14.8, 0.9, -7.3, -17.1, 21.5, 0.7, 8.5, 5.8, 0.3
O=C1CC(N2CCC(O)(c3ccc(Br)cc3)CC2)C(=O)N1c1ccc(Cl)cc1 (stereo not given)
→ 20.0, 1.6, -8.6, 3.3, 7.2, 11.6, -15.4, -6.1, -4.5
CCOc1cccc(C(=O)N(Cc2cccc(F)c2)C2CCS(=O)(=O)C2)c1 (stereo not given)
→ -5.1, 1.6, -20.1, -14.6, 21.5, 1.2, 6.7, -32.8, -2.9
CN(c1nc2ccccc2n2c(-c3ccco3)nnc12)S(=O)(=O)c1ccccc1
→ -6.4, 6.1, -1.9, -6.3, 17.0, 0.0, 11.5, 2.2, -1.2
CC[C@@]1(C(=O)OC)N[C@H](CN(C)C(=O)Nc2ccccc2)[C@@H]2C(=O)N(Cc3ccccc3)C(=O)[C@@H]21
→ -5.8, 1.1, -20.5, -12.0, 10.2, 0.8, 5.0, -18.7, -2.6

Copied from the list.
`CC12CC(c3ccccc3O1)N(C(=O)c1ccco1)C(=S)N2c1ccccc1` (stereo not given) | M1 PAM parental: 22.1
`Cc1nc(NC(=O)c2ccc(Br)s2)sc1C(=O)N(C)C` | TAAR1 agonist: 5.0
`COC(=O)C(CC(C)C)NC(=O)/C=C/c1ccccc1Cl` (stereo not given) | TAAR1 antag: -3.9
`COc1cc([N+](=O)[O-])c(C)cc1NC(=O)c1ccc(OC)c(OC)c1` | M1 PAM parental: 12.2
`CCOc1cccc(C(=O)N(Cc2cccc(F)c2)C2CCS(=O)(=O)C2)c1` (stereo not given) | TAAR1 antag: -32.8

Further records:
The line under a structure holds: CHRM1 antagonist, TAAR1 agonist, CHO parental Ca, CHO-K1 Ca antag, M1 PAM parental, CHO-K1 Ca ag, CHRM1 PAM, TAAR1 antag, M1 ag
COCCn1c(N)c(C(=O)NCc2cccs2)c2nc3ccccc3nc21
→ 3.7, 16.1, -0.9, -4.8, 17.0, 1.3, 6.5, -2.0, -4.5
COc1ccccc1NC(=O)CSc1nc(C)c2c(c1C#N)CCCC2
→ -1.2, 2.1, -20.3, -10.0, 14.7, -0.3, -6.3, 4.7, -5.6
CCOC(=O)CNC(=O)C1c2ccccc2Oc2ccccc21
→ -12.1, 6.9, -13.9, -0.6, 1.1, -0.3, 4.9, -8.4, -5.3
COc1ccc(NC(=O)C2(C)Cc3c(-c4ccc5c(c4)OCO5)ccnc3O2)cc1OC (stereo not given)
→ -18.4, -0.8, ., -3.0, 11.7, 0.6, 14.5, -34.0, -4.4
O=C(O)CC(CN1C(=O)c2ccccc2C1=O)c1ccccc1 (stereo not given)
→ -14.7, 5.5, 6.2, -12.0, 13.2, 1.3, 5.9, -25.4, -2.5
CCN(CC(=O)Nc1ccc(NC(C)=O)cc1)CC(=O)Nc1cc(C)on1
→ -2.2, 7.9, -8.6, -13.9, 16.9, 1.2, 4.7, -5.1, -3.5
CC(OC(=O)Cc1c[nH]c2ccccc12)C(=O)N(C)c1ccccc1 (stereo not given)
→ -5.0, 1.9, -7.1, 3.8, -0.2, 2.4, 2.1, 3.3, -6.6
Fc1ccc2nc3c(nc2c1)CCCC3
→ 25.1, 0.5, -6.0, -2.0, 0.9, 5.4, -11.9, -4.3, 1.1
Cc1ccc(CSCCNC(=O)c2ccc(Cl)c(S(=O)(=O)N3CCOCC3)c2)cc1
→ 16.1, 25.3, -5.5, 11.9, 1.5, 4.2, -13.9, 17.3, 2.4
CCOCCCn1c(SCC(=O)NC(C)C)nc2ccccc2c1=O
→ 1.4, 9.8, -1.1, 12.9, -8.2, 0.0, 9.3, 6.1, 1.2
COc1ccc(C(=O)CSc2nnn(-c3cccc(NC(C)=O)c3)n2)cc1
→ -13.7, 11.1, -11.3, -6.5, 17.7, 4.8, 3.0, 5.3, -1.6
C#CCOc1ccc(C2C3=C(CCCC3=O)N(CC(=O)O)C3=C2C(=O)CCC3)cc1Br
→ -4.8, 5.2, -9.0, -17.8, 8.8, 0.2, 1.2, -14.3, -3.3
CSCCC(NC(=O)c1ccccc1Br)C(=O)N1CCN(C(C)=O)CC1 (stereo not given)
→ 0.1, 2.9, 9.2, -10.6, 11.1, 0.5, 1.0, -16.3, -4.9
CSc1nnc(-c2cccc(NC(=S)NN)c2)o1
→ 0.0, 5.0, -22.9, 13.5, -7.5, 0.7, 1.2, 33.3, -10.9
Cc1cc(C(=O)COC(=O)Cc2n[nH]c(=O)c3ccccc23)c(C)n1CC(F)(F)F
→ -5.1, 1.0, ., 9.4, -5.3, 1.4, 5.8, -8.1, -3.4
COc1ccccc1-c1noc(CCC(=O)Nc2cccnc2)n1
→ -0.9, 1.2, ., 3.3, 4.6, 1.9, -1.6, 3.7, 2.2
O=C(NCCC1=CCCCC1)C(=O)NCC(c1ccco1)N1CCN(c2ccc(F)cc2)CC1 (stereo not given)
→ -10.0, 7.6, -13.5, 2.9, -3.1, 0.0, 9.7, -0.6, -5.8
CC(=O)NC(=O)NC1CSCC1OC(C)=O (stereo not given)
→ -12.8, 4.3, -6.6, -9.6, 16.4, 0.5, 11.0, -12.0, -4.2
CC(=O)NN1C(=O)/C(=C/c2ccc(Br)o2)SC1=S
→ -3.2, 4.2, -11.4, -8.8, 9.4, 0.7, 21.1*, 19.6, -2.5
O=C(NC(=S)NNC(=O)c1ccc(Cl)cc1Cl)c1cccnc1
→ 1.6, 2.0, -2.4, 10.8, -4.7, 0.4, 0.6, -8.9, -2.7
CC(=O)c1ccc(Nc2cc(C)nc3c(C)cc(C)cc23)cc1
→ -5.3, -1.3, -17.6, -6.0, 19.5, 0.4, 7.2, 17.0, -14.6
COc1cc(C(=O)NCCC(=O)NCCN2CCCCCC2)cc(OC)c1OC
→ -13.5, 1.4, -8.1, -8.5, 16.5, 0.1, 7.2, 15.2, -4.1

Some of these compounds in order of the CHRM1 antagonist value, largest number first.
| structure | CHRM1 antagonist |
| --- | --- |
| COCCn1c(N)c(C(=O)NCc2cccs2)c2nc3ccccc3nc21 | 3.7 |
| COc1ccccc1NC(=O)CSc1nc(C)c2c(c1C#N)CCCC2 | -1.2 |
| COc1ccc(C(=O)CSc2nnn(-c3cccc(NC(C)=O)c3)n2)cc1 | -13.7 |

High-throughput results (PubChem BioAssay)
